# Kir21 block: Kir2.1 (mouse) channel inhibition; P35561; 310,000 tested, 0.85% active; B-score at 10 µM; HEK293-Kir2.1, FluxOR thallium flux fluorescence; hits give low values;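 active means fluorescence ratio B-score at or below minus 3 SD of library scores, with starting-brightness B-score within 2 SD, cut at about -4.2 in these data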;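 further: channel flux triggered by added potassium and thallium sulfate stimulus; B-score of peak minus minimum fluorescence over baseline after thallium stimulus; more negative B-score means stronger Kir2.1 block with less thallium influx; some compounds called inactive have numbers as strong as hits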
# Target sequence (P35561 whole entry, looked up): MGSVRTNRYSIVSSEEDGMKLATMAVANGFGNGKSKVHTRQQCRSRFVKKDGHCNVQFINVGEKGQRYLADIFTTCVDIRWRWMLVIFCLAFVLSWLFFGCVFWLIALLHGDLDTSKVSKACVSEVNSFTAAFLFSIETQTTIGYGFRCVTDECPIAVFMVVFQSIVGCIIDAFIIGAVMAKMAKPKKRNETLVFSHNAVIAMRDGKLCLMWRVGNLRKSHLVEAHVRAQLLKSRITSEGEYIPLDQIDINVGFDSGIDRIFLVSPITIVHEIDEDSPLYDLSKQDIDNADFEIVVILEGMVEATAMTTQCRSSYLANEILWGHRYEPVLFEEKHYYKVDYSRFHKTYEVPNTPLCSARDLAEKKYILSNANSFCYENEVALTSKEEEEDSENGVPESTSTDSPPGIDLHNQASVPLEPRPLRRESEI
# CHT block: inhibits the human high affinity choline transporter; Q9GZV3; CHT-expressing cells, membrane potential dye, choline response; hits give low values; B-score at 10 µM; 310,000 tested, 0.86% active; AID 488975;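 active means B-score over 3 SD under the library average, and starting fluorescence ratio not unusually high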;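 further: choline stimulus applied at its EC90 after an EC20 pre-addition; B-score computed on integrated fluorescence ratio after choline addition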
# Target sequence (Q9GZV3 whole entry, looked up): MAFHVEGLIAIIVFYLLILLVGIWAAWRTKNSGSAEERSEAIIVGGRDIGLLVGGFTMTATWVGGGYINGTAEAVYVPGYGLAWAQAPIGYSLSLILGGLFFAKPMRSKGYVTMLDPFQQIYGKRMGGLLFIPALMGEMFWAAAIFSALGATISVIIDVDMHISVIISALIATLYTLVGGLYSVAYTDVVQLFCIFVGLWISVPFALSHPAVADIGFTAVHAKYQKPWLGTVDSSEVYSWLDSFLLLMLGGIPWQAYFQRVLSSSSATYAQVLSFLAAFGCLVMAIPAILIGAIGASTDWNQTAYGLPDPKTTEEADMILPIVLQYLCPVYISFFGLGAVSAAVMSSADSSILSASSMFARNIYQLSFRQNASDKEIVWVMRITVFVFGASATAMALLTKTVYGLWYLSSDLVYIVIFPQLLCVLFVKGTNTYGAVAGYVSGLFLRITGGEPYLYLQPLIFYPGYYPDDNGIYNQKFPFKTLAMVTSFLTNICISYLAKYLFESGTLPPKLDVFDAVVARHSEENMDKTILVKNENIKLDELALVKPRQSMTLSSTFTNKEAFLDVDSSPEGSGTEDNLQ
# KCNQ2 block: KCNQ2 channel blockers in CHO-K1 cells – cell-based, FluxOR thallium flux, B-score, primary screen (AID 2156); 20 min; hits give low values; B-score at 10 µM; 310,000 tested, 1.1% active;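 active means fluorescence ratio B-score at most minus 3 library SDs, with starting brightness B-score within 2 library SDs, cut at about -5.5 in these data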
# An asterisk follows results filed as active; i = inactive; & = joins results of further samples. An unsorted share of the library; overall some 2.6% were active at least once.
SMILES,Kir21 block,CHT block,KCNQ2 block
O=c1c2cc3c(cc2[nH]c(=S)n1CCN1CCOCC1)OCO3,-0.86,i,i
CCOC(=O)C1CCN(C(=O)Cn2cc(C(=O)c3ccco3)c3ccccc32)CC1,0.8,i,i
COc1cccc2sc(Nc3nnc(-c4ccc(F)cc4)o3)nc12,1.2,i,i
Cc1c(NC(=O)C(c2ccccc2)c2ccccc2)cccc1C(=O)O,-2,i,i
CCNC(=S)NNC(=O)c1cc(C)on1,-0.36,i,i
CC(=O)c1cccc(NC(=O)COC(=O)COc2c(Cl)cc(Cl)c3ccc(C)nc23)c1,1.2,i,i
O=C(CNC(=O)c1ccc(Cl)cc1Cl)OCc1nnc(-c2ccccc2)o1,-0.02,i,i
Cc1ccc(-c2nc(C3CCN(S(C)(=O)=O)CC3)no2)cc1,0.74,i,i
CCCCn1c(N)c(N(CC(C)C)C(=O)C2CC(=O)N(c3ccc(C)cc3)C2)c(=O)[nH]c1=O (configuration not stated),0.09,i,i
COc1ccc(N(CC(=O)N/N=C/c2ccccc2F)S(=O)(=O)c2ccccc2)cc1,-0.26,i,i
COC(=O)c1ccc(S(N)(=O)=O)o1,-0.83,i,i
CN1CCOc2ccc(S(=O)(=O)NCCc3ccc(Cl)cc3)cc21,-2.8,i,-6.7*
CCCNC(=O)Cn1cnc2sc(C(=O)NCCN(CC)CC)c(C)c2c1=O,-1.5,i,i
CCc1ccc(OC(=O)/C=C/c2ccco2)cc1,-0.75,i,i
CCOC(=O)c1cc(-c2cc3ccccc3o2)nc2c1c(=O)[nH]c(=O)n2CCOC,0.74,i,i
O=[N+]([O-])c1cc(S(=O)(=O)N2CCCC2)ccc1NCCc1ccccc1,-0.01,i,i
CCCCCCOC(=O)C[N+](C)(C)CCOC1CC2CCC1(C)C2(C)C (configuration not stated),-7.7*,i,i
COC(=O)/C(=C/Nc1ccccc1)[N+](=O)[O-],0.01,i,i
CCOc1ccc(NC(=O)N2CCC(c3nc4ccccc4[nH]3)CC2)cc1,0.69,i,i
CCN(CC(=O)NCc1ccc(Cl)cc1)C(=O)c1ccc(S(=O)(=O)NCc2ccco2)cc1,0.01,i,i
C=CCOc1ccccc1CN1CCC(Oc2cc(C(=O)NC3CC3)ccc2OC)CC1,-0.06,i,i
N#CC(C(=O)c1ccco1)c1ccccn1 (configuration not stated),-0.1,i,i
COc1ccc(N2CC(C(=O)N3CCC4(CC3)CC(=O)c3ccccc3O4)CC2=O)cc1 (configuration not stated),0.96,i,i
Cc1ccc(S(=O)(=O)NCCn2cnc([N+](=O)[O-])n2)cc1,0.61,i,i
CCc1ccc(NC(=O)CCn2c(=O)c3cccn3c3ccccc32)cc1,0.03,i,i
Cc1ccc(NC(=O)C(=O)NNC(=O)c2ccccc2C)cc1Cl,2.2,i,i
CCOc1ccc(CCNC(=O)c2nnn(CC(=O)Nc3ccccc3C)c2N)cc1OCC,0.04,i,i
CCOc1ccc2oc(C(=O)OC(C(=O)NC(N)=O)C(C)C)c(C)c2c1 (configuration not stated),-2.8,i,i
O=C(CCCOc1ccccc1)NCCc1ccccc1,-0.76,i,i
CCCC(=O)Nc1ccc(NC(=O)c2ccco2)c(OC)c1,1.9,i,i
COc1ccc(N2CCN(S(=O)(=O)CCNC(=O)CCCc3ccccc3)CC2)cc1,1.7,i,i
O=C(/C=C/c1ccc(OCCCF)cc1)NCc1ccc(Cl)cc1,-0.16,i,i
CC(O)C1CCC2C3CC[C@H]4CC(O)CCC4(C)C3CC3(OCCO3)C12C (some centres not stated),1.7,i,i
O=C(O)CSc1nnc2n(-c3ccccc3)c(=O)c3ccccc3n12,0.1,i,i
O=C(c1ccncc1)N1N=C2CCCCCC2C1(O)C(F)(F)F (configuration not stated),0.42,i,i
O=C(Oc1cccc2c(O)cccc12)c1ccccc1,-5.4*,i,i
COc1ccc(Cl)cc1NC(=O)CN(C)CC(=O)Nc1ccccc1-c1ccccc1,1.6,i,i
CC1CCCCC1NC(=O)C1CCN(S(=O)(=O)c2cccc3nsnc23)CC1 (configuration not stated),-2,i,i
CN(C)c1cccc(C(=O)NCc2ccccc2Cl)c1,-0.29,i,i
Nc1nc(-c2cc(Cl)cc(Cl)c2OC(F)F)cs1,0.63,i,i
COc1cc2c(cc1OC)CN(C(=O)NS(=O)(=O)c1ccc(C)cc1)CC2,-0.95,i,i
CC(=O)Nc1ccc(CN2CCN(Cc3ccc(F)c(F)c3)C(CCO)C2)cc1 (configuration not stated),-1.1,i,i
COc1cc(C(=O)NCCOC(=O)c2cccc(N(C)C)c2)cc(OC)c1OC,-0.06,i,i
CCCCn1c(-c2csc(C(C)C)c2)n[nH]c1=S,-1.9,i,i
COc1ncnc2sc3c(c12)CCCC3,-0.01,i,i
NC(=O)c1ccccc1OCC(=O)NS(=O)(=O)c1ccc(Cl)cc1,0.54,i,i
CCOC(=O)CC1COCCN1Cc1cn(C)nc1-c1ccccc1F (configuration not stated),-0.18,i,i
NC(=O)C1CCN(c2nnnn2-c2ccccc2)CC1,0.04,i,i

# Exported with values under each structure: part of the list above.
# Order of values – Kir21 block	CHT block	KCNQ2 block
- Nc1nc(-c2cc(Cl)cc(Cl)c2OC(F)F)cs1
 : 0.63	i	i
- COc1cc2c(cc1OC)CN(C(=O)NS(=O)(=O)c1ccc(C)cc1)CC2
 : -0.95	i	i

# Further structures
SMILES,Kir21 block,CHT block,KCNQ2 block
N/C(=N\NS(=O)(=O)c1ccccc1)c1ccccn1,0.19,i,i
O=c1[nH]c2ccccc2[n+]([O-])c1-c1ccccc1,1.4,i,i
COC(=O)/C(=C\C(=O)c1ccccc1)Nc1ccc(OC)cc1,-0.18,i,i
Cn1nc(CC(=O)Nc2cccnc2N2CCOCC2)c2ccccc2c1=O,-0.76,i,i
N#Cc1ccccc1OCC(=O)N1CCN(C(=O)c2ccco2)CC1,-0.06,i,i
COc1ccc(CC(=O)Nc2ccccc2C(=O)N2CCCC2)cc1,0.4,i,i
Cc1nc2ccccc2n1C1CCN(C(=O)Nc2ccccc2)CC1,-0.32,i,i
COc1cccc(OC)c1OC(=O)/C=C/c1ccc(C)o1,0.36,i,i
COC(=O)c1c(NC(=O)COC(=O)c2ccc(NC(=O)CC#N)cc2)sc2c1CCCCC2,0.12,i,i
CCOc1ccc(CCNC(=O)C2CC(=O)N(Cc3ccc(OC)cc3)C2)cc1OCC (configuration not stated),1.2,i,i
COc1ccc(Cc2nnc(SCC(=O)Nc3ccc(N4CCOCC4)cc3)n2C)cc1,1.1,i,i
COc1ccc(OCC(=O)NC2CCCCCCC2)cc1,0.44,i,i
Cc1nn(-c2ccccc2)c(C)c1NC(=O)CCl,0.24,i,i
Cc1ccc(/C(N)=N/OC(=O)Cc2ccccc2)cc1,-2,i,i
O=C(c1ccccc1)C1CN(c2ccccc2)CC1c1ccc(Cl)cc1 (configuration not stated),-1.9,i,i
O=C(CCC(=O)N1CCN(c2ccc(F)cc2)CC1)c1ccc(Cl)cc1,0.01,i,i
O=C1Nc2ccccc2S/C1=C/NCc1ccccc1Cl,1.4,i,i
Cc1ccc2nc(SCc3nnc(-c4ccccc4)o3)[nH]c2c1,-0.26,i,i
CC(C)CC(NC(N)=O)C(=O)OCC(=O)Nc1ccc(OC(F)F)cc1 (configuration not stated),0.07,i,i
Cc1ccc(S(=O)(=O)/N=C/c2ccc(N(C)C)cc2)cc1,1.9,i,i
COc1ccc(-c2cc(=O)oc3cc(OC(C)C(=O)NCc4ccccn4)ccc23)cc1 (configuration not stated),-0.99,i,i
COc1ccc(C2CC(c3ccccc3)=NN2C(=O)COC(=O)COc2ccccc2)cc1 (configuration not stated),0.05,i,i
Cc1cnc2cc([N+](=O)[O-])ccc2n1,0.44,i,i
COc1ccc(C(=O)/C=C/c2cn(CC(O)CN3CCN(C)CC3)c3ccccc23)cc1OC (configuration not stated),-2.7,i,i
Cc1cccc(OCc2nnc(SCC(=O)Nc3ncc(C)s3)o2)c1,-0.64,i,i
COC(=O)c1ccc(Nc2nc(C)cc(=O)[nH]2)cc1,-0.2,i,i
Cc1ccc(C)c(NC(=O)C2CCCN(S(=O)(=O)c3c(C)nn(C)c3C)C2)c1 (configuration not stated),-0.07,i,i
CCCCn1c(N)c(N(CC(C)C)C(=O)C2CCN(C(=O)c3ccc(F)cc3)CC2)c(=O)[nH]c1=O,1.3,i,i
Cc1ccc(S(=O)(=O)N2CCN(CC(=O)N/N=C/C=C/c3ccccc3)CC2)cc1,2.7,i,i
Cc1ccc(C(=O)C2=C(O)C(=O)N(Cc3ccccc3)C2c2cccnc2)o1 (configuration not stated),-0.21,i,i
CCCCCC(=O)NNC(=S)NC(=O)c1cccc([N+](=O)[O-])c1,2.6,i,i
Cc1c(C(=O)N(C)CCC#N)oc2ccc(S(=O)(=O)N3CCOCC3)cc12,0.21,i,i
CC(C)(C)n1nnnc1C(c1cccnc1)N1CCN(c2ccccc2)CC1 (configuration not stated),2.3,i,i
O=C(CCN1C(=O)C2CCCCC2C1=O)N1CCN(S(=O)(=O)c2ccccc2)CC1 (configuration not stated),-0.16,i,i
CCc1ccc(NC2CC(=O)N(CCc3ccc(OC)c(OC)c3)C2=O)cc1 (configuration not stated),-0.54,i,i
Cc1ccccc1NC(=O)CSc1nnc(-c2ccoc2C)n1CCc1ccccc1,-0.83,i,-5.5*
O=C(Nc1nc(-c2ccc(Cl)s2)cs1)c1ccncc1,-0.62,i,i
COc1ccc(CCNS(=O)(=O)c2ccc3c(c2)CCN3C(=O)C2CC2)cc1OC,0.39,i,i
Cc1ccc(NC(=O)COC(=O)Cn2cnc3ccccc32)cc1S(=O)(=O)N(C)C,0.26,i,i
O=C(Nc1ccccc1)C1=C(N2CCOCC2)/C(=C/c2cccnc2)CC1,0.29,i,i
Cc1cc(C(=O)CSc2nc3ccc(Cl)cc3[nH]2)c(C)n1C,-0.72,i,-6.3*
O=C(/C=C/c1cccs1)Nc1cccnc1,0.97,i,i
O=c1[nH]c(N/N=C/c2ccccc2)nc2ccccc12,0.65,i,i
COC(=O)c1ccc(NC(c2ccc(Cl)cc2)P(=O)(OC)OC)cc1 (configuration not stated),-0.87,i,i
CC(C)Cc1nc(SCC(=O)Nc2ccc(S(N)(=O)=O)cc2)n[nH]1,0.78,i,i
CCc1ccc(-c2cc(C)no2)cc1S(=O)(=O)Nc1ccc(C)cn1,1.2,i,i
Cc1ccc(C2=NN3C(C(=O)c4ccccc4)Oc4ccccc4C3C2)cc1 (configuration not stated),2,i,i
COCCNC(=O)C(c1ccc(Cl)cc1)N(C(=O)CCC(=O)Nc1ccccn1)C1CCCC1 (configuration not stated),0.13,i,i
CC(C)N1C(=O)c2ccc(C(=O)O)cc2C1=O,-0.04,i,i
Cc1cccc(C)c1NC(=O)c1cccc2c1-c1ccccc1C2=O,0.51,i,i
O=C(NCc1ccccn1)c1nc(Cn2cc([N+](=O)[O-])cn2)no1,-0.01,i,i
Cc1ccc(Nc2nnc(SCC(=O)NC3CCS(=O)(=O)C3)s2)c(C)c1 (configuration not stated),-0.58,i,i
C[C@@H](C(=O)Nc1ccc2c(c1)OCCO2)n1c(=O)[nH]c2ccccc2c1=O,-1.7,i,i
CC(C)N(Cc1nc(-c2ccc(Cl)cc2)no1)C(=O)CN(C)S(=O)(=O)c1ccc(Cl)cc1,-0.93,i,i
CCN(CC)Cc1cc(Nc2ccnc3cc(Cl)ccc23)ccc1O,-2.5&-2.5,i,i
Cc1ccnc(N2CCN(C(=O)CSc3nc4ccccc4nc3N3CCC(C)CC3)CC2)c1,0.2,i,i
CCCOc1ccc(NC(=O)C2CC(=O)N3CCCN=C3S2)cc1 (configuration not stated),0.83,i,i
CCn1c(CSc2nncn2-c2ccc(OC)cc2)nc2cc(S(=O)(=O)N(C)C)ccc21,0.04,i,i

# Nothing new here: entries from further up.
SMILES,Kir21 block,CHT block,KCNQ2 block
O=c1[nH]c2ccccc2[n+]([O-])c1-c1ccccc1,1.4,i,i
COC(=O)/C(=C\C(=O)c1ccccc1)Nc1ccc(OC)cc1,-0.18,i,i
Cn1nc(CC(=O)Nc2cccnc2N2CCOCC2)c2ccccc2c1=O,-0.76,i,i
N#Cc1ccccc1OCC(=O)N1CCN(C(=O)c2ccco2)CC1,-0.06,i,i
COc1ccc(CC(=O)Nc2ccccc2C(=O)N2CCCC2)cc1,0.4,i,i
Cc1nc2ccccc2n1C1CCN(C(=O)Nc2ccccc2)CC1,-0.32,i,i
COc1cccc(OC)c1OC(=O)/C=C/c1ccc(C)o1,0.36,i,i
COC(=O)c1c(NC(=O)COC(=O)c2ccc(NC(=O)CC#N)cc2)sc2c1CCCCC2,0.12,i,i
CCOc1ccc(CCNC(=O)C2CC(=O)N(Cc3ccc(OC)cc3)C2)cc1OCC (configuration not stated),1.2,i,i
COc1ccc(Cc2nnc(SCC(=O)Nc3ccc(N4CCOCC4)cc3)n2C)cc1,1.1,i,i
COc1ccc(OCC(=O)NC2CCCCCCC2)cc1,0.44,i,i
Cc1nn(-c2ccccc2)c(C)c1NC(=O)CCl,0.24,i,i
Cc1ccc(/C(N)=N/OC(=O)Cc2ccccc2)cc1,-2,i,i
O=C(c1ccccc1)C1CN(c2ccccc2)CC1c1ccc(Cl)cc1 (configuration not stated),-1.9,i,i
O=C(CCC(=O)N1CCN(c2ccc(F)cc2)CC1)c1ccc(Cl)cc1,0.01,i,i
O=C1Nc2ccccc2S/C1=C/NCc1ccccc1Cl,1.4,i,i
Cc1ccc2nc(SCc3nnc(-c4ccccc4)o3)[nH]c2c1,-0.26,i,i
CC(C)CC(NC(N)=O)C(=O)OCC(=O)Nc1ccc(OC(F)F)cc1 (configuration not stated),0.07,i,i

# Source: PubChem
